Compound activity: PubChem BioAssay, several laboratories
aDG glyco act – alpha-DG glycosylation activation. activation, % at 10 µM. AID 624168. Pro5-aDG cells, alpha-DG glycosylation AlphaScreen (IIH6); 0% Pro5, 100% B10-LARGE cell signal. 360,000 compounds, 0.22% hits;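 active = activation of at least 8% versus controls, or a plate z-score of at least 8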;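 also: Pro5 are CHO cells carrying HIG-tagged alpha-DG that lacks glycosylation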
Peg3 promoter – reduces Peg3 promoter-driven luciferase expression in HeLa | HeLa PEG-Prom luciferase reporter, luminescence, overnight | inhibition, % at 20 µM | 360,000 compounds, 1.7% hits;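 active = inhibition of at least 50% at 20 µM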
PDI turbidity – PDI (human) enzyme inhibition. P07237. PDI insulin aggregation turbidity, A650, 90 min. inhibition, % at 10 µM. 350,000 compounds, 0.052% hits;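 active = mean inhibition across replicates of 30% or more, whatever share of single replicates reach that level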;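 also: absorbance from insulin aggregation driven by PDI reduction with DTT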
Target sequence (P07237 whole entry, looked up): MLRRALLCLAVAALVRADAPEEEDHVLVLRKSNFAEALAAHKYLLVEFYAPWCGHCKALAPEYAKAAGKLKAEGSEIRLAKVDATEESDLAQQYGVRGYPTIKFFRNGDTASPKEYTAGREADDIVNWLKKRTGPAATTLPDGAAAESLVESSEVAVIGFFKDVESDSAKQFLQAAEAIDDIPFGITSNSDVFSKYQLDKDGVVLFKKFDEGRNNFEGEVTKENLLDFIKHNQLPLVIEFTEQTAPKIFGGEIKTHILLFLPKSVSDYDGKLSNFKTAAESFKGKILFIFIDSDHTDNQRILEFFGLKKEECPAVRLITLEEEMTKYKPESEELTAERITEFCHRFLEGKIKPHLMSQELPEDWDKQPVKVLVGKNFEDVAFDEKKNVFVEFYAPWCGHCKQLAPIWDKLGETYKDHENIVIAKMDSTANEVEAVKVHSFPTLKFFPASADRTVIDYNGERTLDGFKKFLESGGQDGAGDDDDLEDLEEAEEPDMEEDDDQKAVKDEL
hiPSC survival – enhancers of human iPSC single-cell survival; hiPSC single-cell survival, ATPlite luminescence; 100% = ROCK inhibitor wells, 0% = DMSO; survival enhancement, % at 20 µM; 360,000 compounds, 0.044% hits; AID 602274; in the data active = survival enhancement above about 18%;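 also: cells exposed to compounds for 16 hours before the ATP read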
Vif inh – HIV Vif inhibition; AID 602346; 340,000 compounds, 0.35% hits; inhibition, % at 7.49 µM; HEK293T cells, Vif self-association by quenched fluorescence, imaging, 24 h; in the data active = inhibition above about 50%, passing the limit was not always enough; also: some results filed as inactive read as strong as hits
Granule exo inh – blocks lytic granule exocytosis; inhibition, % at 10 µM; TALL-104 LAMP-1 surface exposure, flow cytometry; cells stimulated with thapsigargin and PMA; 360,000 compounds, 0.66% hits;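 active = inhibition above about 55%, limit read from the data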
CaV13 FRET inh – Disruptors of the CACNA1D IQ motif to Ca2+-dependent inactivation inhibitor domain association, primary screening, Förster resonance energy transfer in intact living …; AID 743397; HEK cells, CFP/YFP FRET ICDI-IQ, plate reader, 10 min; percent FRET-ratio fall versus neutral wells; 340,000 compounds, 0.098% hits; inhibition, % at 12.3 µM;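 active = mean replicate inhibition of at least 30% and at least 1% of replicates passing that level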;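 also: 0% = median of the neutral control wells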
NR2E3 ag-1 – activates human NR2E3 receptor; 360,000 compounds, 0.35% hits; CHO-S Gal4-NCOR/VP16-NR2E3 two-hybrid, luciferase; Q9Y5X4; AID 602229; inhibition of corepressor binding, % at 3.98 µM;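 active = inhibition above the mean of all tested compounds plus 3 SD, cut at about 70% in these data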;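 also: 0% = DMSO with NR2E3 transfected cells and 100% = cells lacking NR2E3 construct; higher means lower luciferase signal from less NR2E3 corepressor binding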
Target sequence (Q9Y5X4 whole entry, looked up, the tested form may be a part): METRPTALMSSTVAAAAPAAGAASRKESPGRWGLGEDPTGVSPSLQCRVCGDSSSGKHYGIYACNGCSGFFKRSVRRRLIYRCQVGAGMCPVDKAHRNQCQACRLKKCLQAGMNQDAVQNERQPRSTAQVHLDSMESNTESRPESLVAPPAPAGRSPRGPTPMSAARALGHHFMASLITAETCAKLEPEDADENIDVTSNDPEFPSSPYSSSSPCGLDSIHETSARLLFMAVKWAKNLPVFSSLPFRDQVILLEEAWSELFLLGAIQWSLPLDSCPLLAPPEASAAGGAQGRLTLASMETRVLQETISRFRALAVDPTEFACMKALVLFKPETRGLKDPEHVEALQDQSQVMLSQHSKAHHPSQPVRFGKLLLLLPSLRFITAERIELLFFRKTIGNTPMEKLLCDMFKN
HIF-2a inh – blocks HIF-2a reporter activity | inhibition, % at 18.8 µM | 786-0 RCC cells HIF-2a reporter, luciferase luminescence, overnight | 360,000 compounds, 0.72% hits;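 active = inhibition of the luminescence signal of 40% or more relative to plate controls, in a single-dose primary screen at 18.75 µM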
NR2E3 ag-2 – agonists of human nuclear receptor NR2E3; Q9Y5X4; GST-NR2E3/biotin-RetCOR TR-FRET, 1536-well; inhibition of corepressor binding, % at 4.78 µM; 320,000 compounds, 0.12% hits; AID 2300;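 active = percent inhibition above the cutoff of mean plus 3 SD of all tested compounds, set per screening campaign, cut at about 20% in these data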;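 also: 0% = DMSO wells and 100% = biotin wells as full block of FRET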
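System: GST-tagged NR2E3 plus biotinylated RetCOR corepressor; Amount: 1.35 nM GST-tagged NR2E3 final; Dosing: single nominal compound dose of 4.8 µM; Schedule: 5 h incubation at 4 °C; Technique: TR-FRET with europium anti-GST and streptavidin-D2, 340 nm excitation; Controls: biotin wells as high control, 0.6% DMSO wells as low control.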
MITF TRPM1 inh – reduces MITF-dependent TRPM1 promoter luciferase signal; SK-MEL-5 TRPM1 promoter luciferase, 24 h; inhibition, % at 12.5 µM; 330,000 compounds, 0.83% hits;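 active = mean inhibition across replicates of 60% or more, whatever share of single replicates reaches that level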; also: values of inactives mirror those of a sister screen read the other way
* hit, by the source's call; nt = not tested or not shown.

SMILES	aDG glyco act	Peg3 promoter	PDI turbidity	hiPSC survival	Vif inh	Granule exo inh	CaV13 FRET inh	NR2E3 ag-1	HIF-2a inh	NR2E3 ag-2	MITF TRPM1 inh
O=C(CC1Oc2ccccc2NC1=O)NCc1ccc(Cl)cc1 (configuration not stated)	0.1	5	16	0.6	-3	2	5	5	3	3	22
COC(=O)Cn1cc(C(=O)OC)c2ccccc21	-0.3	-3	0	-0.7	12	-2	-4	-25	12	3	9
CCOC(=O)c1cc(S(=O)(=O)N2CC(C)CC(C)C2)cn1C (configuration not stated)	0.9	20	4	-0.1	-4	0	-15	0	12	3	3
O=S(=O)(NCc1cc(-c2ccc(Cl)cc2)no1)c1ccccc1	0.1	-5	6	-0.1	-7	-6	-5	-19	8	-1	-7
O=C(N/N=C/c1cn(-c2ccccc2)nc1-c1cc2ccccc2o1)c1c[nH]c2ccccc12	0.5	-289	6	-1.8	-2	2	-4	-107	-192	3	-39
O=C(NCc1ccc(F)cc1)C1CCN(C(=O)Nc2ccc(F)cc2)CC1	-0.1	17	13	1.4	-4	-4	-5	4	9	-2	1
O=C(COc1ccc2ccccc2c1Br)NC(=S)Nc1cccc(CO)c1	-0.2	-350	20	-1.6	-2	-2	-5	-9	-34	6	-46
Cc1cccc(N2N=C(C(=O)O)CCC2=O)c1	0.0	0	-3	0.4	0	39	-7	-31	25	-4	-4
COc1ccc(C)cc1NC(=O)COC(=O)c1ccc2ccccc2n1	0.0	-6	8	0.4	-12	-11	-6	-16	10	-1	4
Cc1ccc2c(CN(C)Cc3cccc(F)c3)cc(=O)oc2c1C	0.1	-138	10	0.6	-7	7	-4	-59	-178	-1	-30
CSCC[C@H](NC(=O)CCCn1nnc2ccccc2c1=O)C(=O)O	0.0	5	-2	0.9	1	-3	-16	-15	8	0	-1
CCSc1nnc(NC(=O)C2Cc3ccccc3CN2S(=O)(=O)CC)s1 (configuration not stated)	0.4	-246	2	-2.6	-1	-1	-2	-6	-130	-1	-36
NC(=O)CCn1c(C(=O)c2ccc(Cl)cc2)c2ccccc2[n+]1[O-]	-0.2	1	-4	-0.5	nt	20	-4	-28	4	1	16
C=CC[C@@H](CC(=O)NCCO)C(=O)NC[C@@H](OC(=O)[C@H](CC=C)CC(=O)OC(C)(C)C)c1ccccc1	0.0	11	5	4.2	-5	-9	-9	-13	9	nt	0
Cc1nn(CC(=O)NCc2ccc(-n3cccn3)cc2)c(C)c1[N+](=O)[O-]	-0.2	3	9	-0.8	-1	2	-6	-6	16	-3	16
COc1ccccc1N1CCC(N2CCN(CC(C)(C)C)C(CCO)C2)CC1 (configuration not stated)	-0.2	3	2	-0.1	4	20	-6	-2	20	1	-5
COc1ccc(-c2nnn(CC(=O)N(CC(=O)NCCC(C)C)Cc3cccs3)n2)cc1OC	0.8	14	2	-0.5	nt	1	-5	6	10	5	1
CCN(CC)S(=O)(=O)c1ccc(OC(C)C)c(NC(=O)c2c3c(nc4ccccc24)CCN(Cc2ccccc2)C3)c1	-0.5	55*	-3	-1.4	-2	8	-2	-14	15	-2	17
CC1(C)C(=O)Nc2ccccc2N1C(=O)COC(=O)c1ccc(Cl)c(S(=O)(=O)NCc2ccccc2)c1	-0.4	33	9	0.1	16	1	-4	-18	19	3	-14
C#CCn1c(=NC(=O)c2cccs2)sc2cccc(OC)c21	0.0	-125	nt	-3.2	-6	-2	-4	-94	-158	-1	-2

Of the compounds above, these have a thiophene ring, fused or not:
SMILES	aDG glyco act	Peg3 promoter	PDI turbidity	hiPSC survival	Vif inh	Granule exo inh	CaV13 FRET inh	NR2E3 ag-1	HIF-2a inh	NR2E3 ag-2	MITF TRPM1 inh
COc1ccc(-c2nnn(CC(=O)N(CC(=O)NCCC(C)C)Cc3cccs3)n2)cc1OC	0.8	14	2	-0.5	nt	1	-5	6	10	5	1
C#CCn1c(=NC(=O)c2cccs2)sc2cccc(OC)c21	0.0	-125	nt	-3.2	-6	-2	-4	-94	-158	-1	-2

Later entries:
SMILES	aDG glyco act	Peg3 promoter	PDI turbidity	hiPSC survival	Vif inh	Granule exo inh	CaV13 FRET inh	NR2E3 ag-1	HIF-2a inh	NR2E3 ag-2	MITF TRPM1 inh
COC(=O)C1C2C=CC3(CN(CC4CCCO4)C(=O)C13)O2 (configuration not stated)	-0.2	21	4	-4.2	12	1	-5	-5	-3	-4	4
COc1ccc(N2CCN(C(=O)c3cccc(F)c3)CC2)c([N+](=O)[O-])c1	0.1	-9	-9	-0.7	-2	-1	-1	-1	-1	1	4
O=C1OCCC1Sc1nc2ccccc2[nH]1 (configuration not stated)	-0.2	7	-4	0.3	-4	1	-5	-4	0	5	-2
Cc1cc(C)n(CC(O)CN(c2cccc([N+](=O)[O-])c2)S(=O)(=O)c2ccccc2)n1 (configuration not stated)	-0.3	15	5	1.0	-27	1	nt	-6	11	5	0
Cc1ccc(Cl)cc1NC(=S)N(Cc1cccs1)C1CCCC1	0.1	28	-6	-0.4	2	2	0	6	17	1	4
Cc1c(NC(=O)C(C)OC(=O)CC2Sc3ccccc3NC2=O)c(=O)n(-c2ccccc2)n1C (configuration not stated)	-0.1	-6	-5	-2.1	-6	-1	-3	-36	-42	0	13
O=C(Cc1ccc(Cl)cc1)NCCc1ccc(F)cc1	0.0	6	8	0.6	-6	3	-2	-20	-3	-1	nt
CCO[C@@H]1OC(C(=O)NC2CC2)=C[C@H](c2ccc3c(c2)OCO3)[C@H]1CCCO	-0.2	11	0	-3.2	-11	-2	-5	-5	-2	0	4
O=C(O)c1[nH]c2ccccc2c1C=NCc1ccccc1Cl	-0.2	-4	-1	-0.5	-2	-1	-5	-21	7	2	9
O=C(O)C1CCN(S(=O)(=O)c2cccnc2)CC1	-0.4	4	18	2.9	15	-1	-2	-36	4	0	-4
O=S(=O)(Nc1cccnc1)c1ccc(Cl)cc1	-0.2	-4	7	-1.0	4	5	-5	22	24	0	7
CC1(Br)C2CCCC1C2S(=O)(=O)c1ccccc1 (configuration not stated)	0.1	17	4	-0.9	5	25	-14	-1	9	0	-12
COc1cccc(-c2cc(C(=O)Nn3cnnc3)c3ccccc3n2)c1	1.1	9	8	-3.4	4	-1	-8	-16	-9	3	19
Cn1c2ccccc2c2c(C(=O)NCc3ccco3)cn(C3CCCCC3)c(=O)c21	0.3	29	-4	4.6	-2	1	-2	-39	6	-3	1
CC1CCC2(CC1)NC(=O)N(CC(=O)Nc1ccc(F)cc1)C2=O (configuration not stated)	-0.1	-7	-4	-0.1	5	-2	-6	4	8	0	-7
CC1(C)SC(=S)N(/N=C/c2cccnc2)C1N(O)C(=O)NC1CCCCC1 (configuration not stated)	0.0	-1	12	-0.4	-1	1	-4	15	10	1	-38
COc1ccc(CNC(=O)CCS(=O)(=O)c2cc3c(cc2Cl)NC(=O)CO3)cc1	0.3	12	1	0.7	4	-3	-5	17	-9	2	4
Cc1occc1C(=O)NNC(=O)NC12CC3CC(CC(C3)C1)C2	0.1	6	0	-1.4	nt	6	nt	-15	13	2	2
Cc1nc(C)c(C(=O)NNC(=O)c2ccc(Br)cc2)s1	-0.1	-8	-8	2.1	1	-4	-3	-3	15	-3	-3
CCC1ON(c2ccccc2)C2c3nc4ccccc4n3CC12 (configuration not stated)	1.6	-4	-1	-2.4	0	-6	-10	18	13	0	4
Nc1ccc(NS(=O)(=O)c2ccccc2)cc1	-0.1	1	-14	0.1	-3	0	2	-8	15	3	6
CCOc1ccc(C(=O)OCC(=O)NCC2CCCO2)cc1 (configuration not stated)	-0.2	-14	5	-0.2	8	-6	-4	-50	6	nt	-11
CCc1nc(SCC(=O)Nc2ccccc2C)n[nH]1	-0.2	2	-1	-0.4	0	1	-6	-8	-1	0	0
N#Cc1ccc(S(=O)(=O)N2CCN(Cc3cccs3)CC2)cc1	0.1	-6	6	-0.1	3	4	-13	4	13	1	9
CON1C(=O)C(=O)N(OC)C2CCCCCC21 (configuration not stated)	0.2	3	-4	-1.2	-7	5	-2	-24	9	1	11
COCCNc1nc(C)cc(-c2cc(C(=O)Nc3ccccc3)on2)n1	0.0	11	-2	0.5	-15	30	nt	-13	5	0	-11
CC1CCN(C(=O)C2(NC(=O)Nc3cccc(F)c3)CCCCC2)CC1	4.1	4	12	-1.8	0	-7	nt	-2	-1	0	-17
COc1cc(CCC(=O)Nc2nccs2)cc(OC)c1OC	-0.1	2	-5	0.7	-5	-4	-4	-17	6	-3	-6
O=C(O)CSc1nnc2c(n1)[nH]c1ccccc12	-0.3	-33	2	-0.4	-11	1	-5	-15	-97	-1	-4
O=C(/C=C/Nc1ccccc1F)c1cccs1	0.0	-43	8	-4.6	-2	-2	-5	-152	-25	1	12
O=C(CNC(=O)c1ccccc1F)NCCc1ccc(Cl)cc1	-0.1	0	-5	0.1	-1	-4	-3	-7	1	-1	10
COc1ccccc1-c1cc(C(=O)NN)[nH]n1	-0.1	8	-4	0.0	-1	1	-1	-32	3	1	-2
COc1ccccc1C(O)(C(=O)N(NC(C)=O)c1ccccc1)c1ccccc1OC	0.0	6	-1	-0.7	-2	-4	-3	-26	15	nt	0
CC1=C(C(=O)N2CCOCC2)CC(CC(=O)NC2CC2)C(=O)N1CCC1=CCCCC1 (configuration not stated)	-0.2	-16	nt	-0.8	5	-2	-7	-11	0	nt	nt
CC(=O)Nc1ccc(NC(=O)C2(C)Cc3c(-c4ccc(NC(C)=O)cc4)ccnc3O2)cc1 (configuration not stated)	-0.3	-8	-1	-1.8	6	-8	-5	-7	13	nt	nt
C/C(=N\NC(=O)c1cccc(S(=O)(=O)N2CCCCC2)c1)c1ccc(C)o1	-0.6	17	3	-0.3	-5	-1	-17	-18	13	-4	12
CCOc1cc(C)c(Cl)cc1S(=O)(=O)n1nnc2ccccc21	-0.2	0	-21	1.4	1	9	-4	-13	7	-1	-1
O=C(O)c1ccc(S(=O)(=O)c2ccc3c(c2)C(=O)N(c2ccc(Br)cc2)C3=O)cc1	-0.2	5	-4	0.2	66*	-12	-3	-2	7	1	nt
CCC(=O)Nc1ccc(C(=O)Nc2cccc(C)n2)cc1	0.3	-214	10	-1.1	-8	1	-4	-63	-214	1	-64
O=C(Cn1cnc2sc(-c3ccccc3)cc2c1=O)NCc1ccco1	-0.2	-8	-1	-0.6	-2	-6	nt	17	-2	-1	-4
Cn1cc(CN(Cc2ccccc2)C[C@@H]2CCC(=O)N2)c(-c2ccccc2F)n1	-0.3	8	9	0.8	-1	-2	-5	-16	21	-2	20
CC[C@]12c3[nH]c4ccccc4c3CCN1C(=O)C(CC(=O)NCCc1ccccn1)C[C@@H]2C(=O)N1CCN(C(=O)C2CC2)CC1 (some centres not stated)	0.8	4	-7	-0.6	nt	2	-3	6	-3	nt	-5
CCOc1ccc(OCc2ccc(C(=O)NCc3cccnc3)o2)cc1	0.1	-13	-1	-0.1	-2	-3	nt	-47	-5	1	3
CC(C)(C)NC(=O)c1sccc1C(=O)O	-0.1	13	1	3.9	nt	-5	-10	-23	0	-3	12

Not a hit list. Share with any hit: about 3.5%.
